High-throughput results from PubChem.
Calb biofilm kill = kills Candida albicans biofilms; AID 834; inhibition, % at 6 µM; C. albicans biofilm + clotrimazole, Alamar Blue; 0.14% of 85,000 active;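 active = inhibition above 20%; inactive = inhibition below 20%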;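 also: preformed 24 hr biofilms exposed to compound for 48 hr; 0% = biofilm without compound and 100% = blank killed by clotrimazole plus chlorhexidine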
sEH act = soluble epoxide hydrolase (human) activation; activation, % at 2 µM; AID 717; P34913; 0.04% of 91,000 active; purified human sEH enzymatic activity, activator screen; in the data active = activation above about 37%; also: values of inactives mirror those of a sister screen read the other way
CD11b adhes enh = increases human CD11b/CD18 adhesion to fibrinogen | P05107+P11215 | K562 CD11b/CD18 adhesion to fibrinogen, ATPlite luminescence | activation, % at 10 µM | 0.07% of 93,000 active | AID 1499;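 active = 10 µM primary screen giving 50% or more activity, confirmed by 40% or more on retest at that dose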; also: strong numbers were not always called active; reference of the scale not given here
CD11b adhes inh = inhibitors of human CD11b/CD18 binding to fibrinogen | K562 CD11b/CD18 adhesion to fibrinogen, ATPlite luminescence; Mn2+ added to activate the integrin | inhibition, % at 10 µM | 0.54% of 93,000 active;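 active = primary inhibition of 50% or more at 10 µM, then 40% or more on retest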; also: some results filed as inactive read as strong as hits
Smad3 FoxH1 inh = blocks human Smad3 binding to FoxH1 peptide. 0.29% of 88,000 active. TR-FRET Smad3/Dy647-FoxH1 peptide binding, europium anti-His. inhibition, % at 25 µM. P84022;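 active = compounds that reduce the energy-transfer binding signal between the protein and its labelled peptide by more than half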;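 also: 0% = Smad3 plus labelled peptide maximal FRET and 100% = peptide-only background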
Target sequence (P84022 whole entry, looked up): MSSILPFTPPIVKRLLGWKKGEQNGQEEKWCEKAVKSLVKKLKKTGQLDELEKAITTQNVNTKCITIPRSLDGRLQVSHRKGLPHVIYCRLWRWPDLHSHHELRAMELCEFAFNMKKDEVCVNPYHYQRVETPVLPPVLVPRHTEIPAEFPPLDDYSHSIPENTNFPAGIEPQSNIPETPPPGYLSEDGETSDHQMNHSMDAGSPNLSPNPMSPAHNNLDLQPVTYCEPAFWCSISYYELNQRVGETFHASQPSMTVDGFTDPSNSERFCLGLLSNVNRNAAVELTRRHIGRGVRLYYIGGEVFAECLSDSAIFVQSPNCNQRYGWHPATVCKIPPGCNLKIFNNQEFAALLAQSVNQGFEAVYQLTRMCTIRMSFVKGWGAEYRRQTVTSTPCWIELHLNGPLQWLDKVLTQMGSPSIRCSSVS
sEH inh = soluble epoxide hydrolase (human) inhibition; recombinant human sEH enzymatic activity assay; inhibition, % at 2 µM; 0.34% of 91,000 active; AID 707; in the data active = inhibition above about 80%; also: values of inactives mirror those of a sister screen read the other way; many of its hits are not listed in these tables
MT1-MMP txn act = activates MT1-MMP transcription; HT1080 MT1-MMP promoter luciferase reporter, luminescence, overnight; stronger effect = higher value; activation factor at 10 µM; 0.16% of 86,000 active; AID 750;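 active = activation factor of at least 2 for MT1-MMP transcription at 10 µM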
ERb coact inh = ER-beta (human) coactivator binding inhibition | inhibition, % at 25.6 µM | TR-FRET ER-beta LBD / SRC1-Cy5 peptide binding; receptor agonist-loaded with 1 µM estradiol | 1.3% of 86,000 active;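 active = compounds whose percent inhibition of the receptor-coactivator binding signal exceeds about 50% in the single-dose screen, limit read from the data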;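 also: 0% = receptor plus peptide wells without compound and 100% = peptide-only wells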
ERa SRC1 pot = enhances coactivator binding to human estrogen receptor alpha | TR-FRET ERalpha-LBD/SRC-Cy5 coactivator binding, 2 h; 100 = basal binding, no effect | coactivator binding (% of control), % at 25.6 µM | 1.3% of 86,000 active | AID 639; in the data active = activity above about 200%;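 also: binding measured in presence of low estradiol as agonist stimulus; 0% = peptide alone without receptor and 100% = receptor with peptide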
Target sequence (P03372 whole entry, looked up, the tested form may be a part): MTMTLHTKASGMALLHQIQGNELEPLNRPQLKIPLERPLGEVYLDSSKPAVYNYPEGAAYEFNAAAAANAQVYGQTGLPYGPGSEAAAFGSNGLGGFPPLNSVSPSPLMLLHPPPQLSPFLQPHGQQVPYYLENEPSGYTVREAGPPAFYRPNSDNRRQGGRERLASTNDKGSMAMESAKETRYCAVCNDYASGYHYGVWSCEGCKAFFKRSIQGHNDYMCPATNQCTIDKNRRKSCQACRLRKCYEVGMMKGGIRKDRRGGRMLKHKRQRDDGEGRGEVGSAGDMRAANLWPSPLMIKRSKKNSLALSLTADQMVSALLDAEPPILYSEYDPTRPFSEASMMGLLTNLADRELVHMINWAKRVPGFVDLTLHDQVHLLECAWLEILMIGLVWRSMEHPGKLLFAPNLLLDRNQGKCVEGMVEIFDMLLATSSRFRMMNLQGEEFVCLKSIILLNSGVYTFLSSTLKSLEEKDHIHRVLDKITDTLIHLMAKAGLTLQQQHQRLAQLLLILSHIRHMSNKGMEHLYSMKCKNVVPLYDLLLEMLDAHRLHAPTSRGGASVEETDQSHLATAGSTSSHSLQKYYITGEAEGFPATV
Starred values were filed as active, the others as inactive; nt = no result given; [ ] = remark or other dose. The list is partial (hit frequency here may not be typical).

SMILES	Calb biofilm kill	sEH act	CD11b adhes enh	CD11b adhes inh	Smad3 FoxH1 inh	sEH inh	MT1-MMP txn act	ERb coact inh	ERa SRC1 pot
Cc1ccc(C(=O)N2CCN(c3ncnc4c3cnn4-c3ccccc3)CC2)cc1	-1	11	nt	nt	1	-8	1.3	-4	118[fluorescence artefact?]
OC1CN=C2CCCc3c2n(c2ccc(Cl)cc32)C1 (stereo unspecified)	8	-14	-2	0	8	18	1.3	-4	103
CCOC(=O)/C(C#N)=C/c1cc(C)n(-c2ccc(C)cc2)c1C	-3	-2	-3	12	7	0	1.5	17	110
c1ccc(CSc2snnc2-c2ccccc2)cc1	nt	-16	1	16	nt	15	nt	nt	nt
O=c1[nH]c(=O)n(CCO)c2nnn(Cc3ccccc3)c12	6	2	2	-9	5	-2	0.9	-30[fluorescence artefact?]	132
Oc1ccc(-c2csc(-c3ccccc3)n2)cc1O	7	-27	3	-3	11	28	1.4	35[fluorescence artefact?]	26[fluorescence artefact?]
CCOc1nc(C)nc(NC(=O)NS(=O)(=O)c2ccccc2Cl)n1	5	-9	-1	-8	6	6	1.2	3	102
Cc1ccccc1N1C(=O)C(Cl)=C(N2CCN(c3ccccc3)CC2)C1=O	nt	8	1	3	3	-8	1	-1	133
Cc1cc(Cl)ccc1OCC(=O)N1CC(C)CC(C)C1 (stereo unspecified)	1	1	6	2	-8	3	1.2	-20[fluorescence artefact?]	109[fluorescence artefact?]
CCCCNC(=O)C(=O)NC(C)CCc1ccccc1 (stereo unspecified)	nt	0	-2	-17	nt	2	nt	nt	nt
O=C1Nc2ccc(S(=O)(=O)N3CCCC3C(=O)O)c3cccc1c23 (stereo unspecified)	12	12	0	-14	-1	-10	1.1	19	88
Cc1noc(C)c1COC(=O)Cc1ccc(Cl)cc1	10	-15	-4	-5	3	13	1	-1	92
COc1ccc(C(=O)Nc2cccc(/C(C)=N/NC(=O)c3ccc([N+](=O)[O-])c(C)c3)c2)cc1OC	nt	-4	4	-5	nt	6	nt	nt	nt
CCCSc1nc(N2CCCC2)c2c(c1C#N)CC(C)(C)OC2	4	7	1	6	3	-3	1.3	-2	98
CC1(C)Cc2ccccc2C2CC(O)C(=O)N21 (stereo unspecified)	9	7	-2	-10	-8	-8	1	-5[fluorescence artefact?]	110
CC12CS(=O)(=O)CC1SC(=S)N2c1ccccn1 (stereo unspecified)	0	-6	nt	nt	-2	6	0.9	-3	102
COc1ccc(C(C)=O)cc1COc1ccc(-n2cnnn2)cc1	-1	2	3	6	-15	-2	1	-1	95
CCOC(=O)N1CCN(c2c(N3CCN(c4ccccn4)CC3)c(=O)c2=O)CC1	7	nt	-3	-4	3	nt	1.1	-15	108
CCn1c(SCC(=O)N2CCOCC2)nc2oc3c(Cl)cc(Cl)cc3c(=O)c2c1=O	3	2	nt	nt	3	-4	1.1	52*	64[fluorescence artefact?]
Cc1ccc(S(=O)(=O)Nc2nc(C)cc(-n3nc(C)cc3C)n2)cc1	3	3	-4	2	-7	-4	1	5	87
C=CCn1c(Cc2cccs2)nnc1SCC(=O)Nc1cccc(OC)c1	-6	2	-2	-7	1	-1	1.2	-2	112
CC1CCC(=NNC(=O)Cc2ccccc2)CC1 (stereo unspecified)	3	-25	nt	nt	2	27	1.1	-7	106
COc1ccc(NCc2nnc(SCC(=O)c3ccc(C)cc3)o2)cc1	5	14	-1	2	3	-11	1	3[fluorescence artefact?]	110
CCCOCC(O)COc1ccccc1C(=O)N1CCOCC1 (stereo unspecified)	-6	14	2	10	2	-14	1.2	2	120
Brc1ccc(-c2nc3ncccn3c2Nc2ccc3c(c2)OCCO3)o1	6	-1	-9	-3	-11	0	1.1	-4	92

(cont.)
SMILES	Calb biofilm kill	sEH act	CD11b adhes enh	CD11b adhes inh	Smad3 FoxH1 inh	sEH inh	MT1-MMP txn act	ERb coact inh	ERa SRC1 pot
O=C(Nc1cccc(-c2cnc3ccccc3n2)c1)c1cccc(NC(=O)c2ccco2)c1	2	-8	26	18	10	10	1.2	35	244*[fluorescence artefact?]
COC(=O)Cc1c(C)c2cc(Cl)c(OC(=O)c3ccco3)cc2oc1=O	9	14	-9	33	3	-11	1	-19[fluorescence artefact?]	85
CCOC(=O)N1CCN(Cc2nc(-c3ccc(Cl)cc3)no2)CC1	4	-1	nt	nt	6	4	1.1	-21[fluorescence artefact?]	111
CCOC(=O)C(CCCOc1cccc(CC)c1)C(=O)OCC	2	0	-2	-15	11[fluorescence artefact?]	-2	0.9	-2	104
COc1ccc(-c2cc(-c3ccccc3O)[nH]n2)cc1	8	-7	-2	11	5	4	2.5*	-8	83
C=CCn1c(CCNC(=O)c2cccs2)nnc1SCC(=O)c1cccc([N+](=O)[O-])c1	4	8	-4	-10	-7	-11	1.1	-6	100
COCCN(CC(=O)NCc1ccc(F)cc1)C(=O)CCC(=O)Nc1ccccn1	5	1	-4	5	-9	-1	0.9	-20[fluorescence artefact?]	100
S=C(NCc1ccccn1)Nc1ccc(Cl)c(Cl)c1	nt	3	-1	-5	nt	-1	nt	nt	nt
O=C(NCCCN1CCOCC1)c1cccs1	1	-2	8	-1	-1	5	1.1	-6	102
c1ccc(-c2cc(-c3nn4c(-c5ccco5)nnc4s3)c3ccccc3n2)cc1	6	2	41	-1	-5	0	1	54*[fluorescence artefact?]	180[fluorescence artefact?]
Cc1ccc(O)c(CC(C)C)n1	1	3	4	-7	-9	-2	1.3	-10[fluorescence artefact?]	108
CCN(CC)CCCNc1oc(-c2ccc(OC)c(OC)c2)nc1C#N	4	-2	4	-6	-5	5	1.3	0[fluorescence artefact?]	115
O=C(CN1CCCC1=O)NC1(C(F)(F)F)NC(=O)N(Cc2ccccc2)C1=O (stereo unspecified)	6	9	-4	3	6	-12	1.1	-4	111
COc1nc(OC)nc(N2CCC(C(=O)NCc3ccc(F)cc3)CC2)n1	nt	-3	1	-12	nt	4	nt	nt	nt
COC(=O)C1=C(CN2CCCc3ccccc32)NC(=O)NC1c1ccc(F)cc1 (stereo unspecified)	9	nt	-2	0	5	nt	0.7	9	89
CN1C(=O)CC(N2CCN(CCN=CC3=C(O)CC(C)(C)CC3=O)CC2)C1=O (stereo unspecified)	5	nt	4	-3	-7	nt	1.1	5[fluorescence artefact?]	118[fluorescence artefact?]
CS(=O)(=O)N(Cc1ccccc1F)c1ccccc1	6	32	nt	nt	-5	-32	1.2	-3	115
Cc1cc(C(=O)COC(=O)CCCN2C(=O)c3ccccc3C2=O)c(C)n1C	2	5	-1	-8	8	-5	1.2	21	88[fluorescence artefact?]
CC1(C)CC(=O)c2sc(N)nc2C1	4	4	0	-8	-1	-5	1.1	6	101
CC(C)OCCCNC(=O)CNC(=O)c1cccs1	9	nt	0	1	-6	nt	1	4[fluorescence artefact?]	103
O=C(Oc1ccc(-c2cnc3ccccc3n2)cc1)c1ccc(Cl)c([N+](=O)[O-])c1	nt	16	23	-28	nt	-18	nt	nt	nt
O=C(Nc1ccccc1F)c1ccc(-n2cncn2)nc1	nt	-9	-2	-1	nt	7	nt	nt	nt
O=C(c1ccc(Br)o1)N1CCN(c2ccc3nnc(-c4ccccc4)n3n2)CC1	0	1	1	2	-6	-1	nt	6[fluorescence artefact?]	95
COc1cc(OC)c2c(C)c(Cl)c(=O)oc2c1	4	6	4	0	-5	-6	1.1	-2[fluorescence artefact?]	112
CC(CN1CCN(C)CC1)OC(=O)c1ccc(Cl)cc1 (stereo unspecified)	3	-1	-4	-7	-8	4	1.1	2[fluorescence artefact?]	121

4 records drawn at random from those above:
SMILES	Calb biofilm kill	sEH act	CD11b adhes enh	CD11b adhes inh	Smad3 FoxH1 inh	sEH inh	MT1-MMP txn act	ERb coact inh	ERa SRC1 pot
Cc1ccc(S(=O)(=O)Nc2nc(C)cc(-n3nc(C)cc3C)n2)cc1	3	3	-4	2	-7	-4	1	5	87
CC1(C)CC(=O)c2sc(N)nc2C1	4	4	0	-8	-1	-5	1.1	6	101
Cc1ccc(C(=O)N2CCN(c3ncnc4c3cnn4-c3ccccc3)CC2)cc1	-1	11	nt	nt	1	-8	1.3	-4	118[fluorescence artefact?]
CCOC(=O)/C(C#N)=C/c1cc(C)n(-c2ccc(C)cc2)c1C	-3	-2	-3	12	7	0	1.5	17	110

(more compounds)
SMILES	Calb biofilm kill	sEH act	CD11b adhes enh	CD11b adhes inh	Smad3 FoxH1 inh	sEH inh	MT1-MMP txn act	ERb coact inh	ERa SRC1 pot
Cn1c(/C(C#N)=C/Nc2ccccn2)nc2ccccc21	10	-13	0	-27	4	15	1	-4	109[fluorescence artefact?]
CN(c1cccc(NC(=O)CCSc2ccccc2)c1)S(C)(=O)=O	6	-16	-1	-2	6	16	1.4	-26	99
c1ccc(-c2nnc3n2CCCC3)cc1	nt	6	1	-7	nt	-5	nt	nt	nt
COc1ccccc1NC(=O)CNC(=O)c1ccccc1C	-1	-2	0	-28	-7	3	nt	4	98[fluorescence artefact?]
CCOC(=O)N1CCN(C(=O)CN(c2ccc(OC)c(OC)c2)S(C)(=O)=O)CC1	4	-12	-2	4	5	13	1.1	5	101
COCc1cc(C)nc(SCC(=O)Nc2ccc3c(c2)OCO3)c1C#N	3	-26	0	-29	-1	25	1.2	11	79[fluorescence artefact?]
CC(C)(C)NC(=O)CN(Cc1cccs1)C(=O)c1csnn1	3	4	4	-6	1	-4	1.1	-3	121
Cc1nc(N2CCN(c3ccccc3)CC2)nc2c1C(=O)CC(c1ccccc1)C2 (stereo unspecified)	-4	12	4	8	12	-11	1	10	146
COc1ccccc1NC(=O)CSc1nnc(CNC(=O)c2ccco2)o1	5	-4	6	-8	-2	2	nt	-4	118
O=C(NCC1CCCO1)C12CN(Cc3ccccc3)CC1C(c1cccc([N+](=O)[O-])c1)=NO2 (stereo unspecified)	nt	-9	2	-6	nt	7	nt	nt	nt
CCOC(=O)N1CCN(C(=O)c2cc(C)no2)CC1	7	11	4	11	-3	-6	1	-6[fluorescence artefact?]	114
COC(=O)c1ccc(C2c3c(oc4ccccc4c3=O)C(=O)N2CCCN2CCOCC2)cc1 (stereo unspecified)	8	-6	1	-4	-5	5	1.2	-3	104
CN(C)c1ccc(/C=N/c2cc(-c3ccccc3)nn2-c2ccccc2)cc1	nt	-2	-2	0	nt	4	nt	nt	nt
CCn1c(=O)cc(SCC(=O)N2CCN(Cc3ccc4c(c3)OCO4)CC2)c2ccccc21	0	5	-3	11	36[fluorescence artefact?]	-6	1.2	-2	98
Cc1cc(C#N)c2ccccc2n1	11	8	0	-5	4	-11	1.1	-3	121[fluorescence artefact?]
CC(=O)N1c2ccccc2NC(=O)C1(C)C	9	-15	-1	25	5	13	1.4	-20	108
CC(=O)c1cccc(N(CC(=O)N2CCCCC2)S(C)(=O)=O)c1	7	9	0	-4	-10	-6	1.1	-6	105[fluorescence artefact?]
Cc1ccc(C(=O)C(OC(=O)CNS(=O)(=O)c2ccccc2)c2ccccc2)cc1 (stereo unspecified)	nt	11	3	21	nt	-12	nt	nt	nt
Cc1ccccc1N(C(=O)Cc1ccsc1)C(C(=O)NC1CCCCC1)c1ccc(F)cc1 (stereo unspecified)	nt	12	-7	6	nt	-13	nt	nt	nt
CCN(CC)C(=O)C1CCN(CC2CC=CCC2)CC1 (stereo unspecified)	11	1	0	-27	0	-1	1	-2	102
COc1cc(NC(=O)c2ccc(COCC(F)(F)F)cc2)cc(OC)c1OC	nt	2	9	-2	nt	1	nt	nt	nt
CCOC(=O)C1CCN(S(=O)(=O)c2c(C)n(C)c(=O)n(C)c2=O)CC1	8	1	6	-58	-10	-2	1.1	16	76
CC1(Cc2cn(CCC#N)c3ccccc23)OCCO1	4	-6	-2	-5	1	6	0.9	-15	107
COc1cc(C(=O)OCC(=O)Nc2ccc3c(c2)OC(F)(F)O3)ccc1OCc1c(C)noc1C	3	-64	nt	nt	8	65	1.1	1[fluorescence artefact?]	95
O=C(CCCn1c(=S)[nH]c2ccccc2c1=O)NC1CCCC1	-1	-5	-5	-6	-2	5	1.2	2	88
